aSyn rescue = alpha-synuclein toxicity inhibition in yeast | Yeast expressing alpha-synuclein, growth rescue, BacTiter-Glo, 24 h | Potency, µM (top dose mostly 46.1 µM), inactives show top-dose growth rescue (activation), usual class: activators | 370,000 compounds, 0.14% hits | AID 652106; note: % of control where 0% means no effect; nearly all actives have a fitted effect of over 65% in size
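Screening used galactose-induced yeast with toxic alpha-synuclein levels, exposed to compound for 24 hr at 30 deg C. Cell growth, read with BacTiter-Glo luminescence, gave the measured signal.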
FUS suppressor = FUS proteinopathy suppression in yeast; S. cerevisiae FUS-expressing, growth rescue, OD600, 24 h; 390,000 compounds, 0.24% hits; Potency, µM (titrated, usually from 76.6 µM), inactives show at the top dose growth rescue (activation), actives largely listed as activators; AID 1347120;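 note: plate controls were DMSO vehicle for no effect and reference control for full effect; nearly all actives have a fitted effect of over 55% in size; some results filed as inactive show a strong effect at the top dose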
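Yeast expressing FUS under galactose induction, OD 0.005 in 2% galactose medium; compounds in a dilution series, 24 h at 30C. Growth rescue by absorbance at 600 nm; CP55940 positive control, DMSO negative.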
EPAC1 antag = antagonists of human EPAC1. O95398. EPAC1 GEF assay, Rap1b-BODIPY-GDP exchange fluorescence. Potency, µM (top dose mostly 115 µM), for the others: at the highest dose activity change, negative = inhibition, hits mostly inhibitors. 360,000 compounds, 0.14% hits;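 note: plate controls were vehicle for no effect and positive control for full effect; nearly all actives have a fitted effect of over 50% in size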
PTHR1 agonist = activates the human parathyroid hormone receptor PTHR1 | Q03431 | HEK293 GP2 PTHR1 cells, GloSensor cAMP luminescence, 1 h | Potency, µM (highest dose often 115 µM), inactives show at the highest dose activation, actives largely listed as activators | 410,000 compounds, 0.075% hits | AID 743266; note: nearly all actives have a fitted effect of over 55% in size; some results filed as inactive show a strong effect at the top dose; inactives centre near -15; many of its hits are not listed in these tables
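HEK-293-derived GP2 cells expressing PTHR1 and a GloSensor cAMP reporter, 3,000/well, plated overnight, given luciferin plus IBMX (each 0.5 mM as added) for 1 h at 37 °C, then compound for 1 h at 37 °C. Luminescence was read after 15 min at room temperature.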
EPAC1 ag = EPAC1 (human) agonism; EPAC1 agonist qHTS, biochemical assay; response scale: 100% = response to 6.5 mM cAMP; Potency, µM (doses to about 154 µM), without a hit: top-dose activation, actives largely listed as activators; 360,000 compounds, 0.073% hits; note: nearly all actives have a fitted effect of over 60% in size
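Normalized to 6.5 mM cAMP, activity reflects EPAC1-catalysed release of BODIPY-GDP from Rap1B, followed kinetically over 30 min at 480 nm excitation, 540 nm emission. Reaction contained 100 nM EPAC1, 250 nM Rap1B-BODIPY-GDP, 50 uM GDP.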
EPAC2 agonist = activates human EPAC2 exchange factor; Q8WZA2; Potency, µM (highest dose often 154 µM), for inactives: top-dose activation, actives largely listed as activators; 360,000 compounds, 0.079% hits; EPAC2 activation, biochemical qHTS; response scale: 100% = 6.5 mM cAMP response; note: nearly all actives have a fitted effect of over 50% in size
Target sequence (Q8WZA2 whole entry, looked up): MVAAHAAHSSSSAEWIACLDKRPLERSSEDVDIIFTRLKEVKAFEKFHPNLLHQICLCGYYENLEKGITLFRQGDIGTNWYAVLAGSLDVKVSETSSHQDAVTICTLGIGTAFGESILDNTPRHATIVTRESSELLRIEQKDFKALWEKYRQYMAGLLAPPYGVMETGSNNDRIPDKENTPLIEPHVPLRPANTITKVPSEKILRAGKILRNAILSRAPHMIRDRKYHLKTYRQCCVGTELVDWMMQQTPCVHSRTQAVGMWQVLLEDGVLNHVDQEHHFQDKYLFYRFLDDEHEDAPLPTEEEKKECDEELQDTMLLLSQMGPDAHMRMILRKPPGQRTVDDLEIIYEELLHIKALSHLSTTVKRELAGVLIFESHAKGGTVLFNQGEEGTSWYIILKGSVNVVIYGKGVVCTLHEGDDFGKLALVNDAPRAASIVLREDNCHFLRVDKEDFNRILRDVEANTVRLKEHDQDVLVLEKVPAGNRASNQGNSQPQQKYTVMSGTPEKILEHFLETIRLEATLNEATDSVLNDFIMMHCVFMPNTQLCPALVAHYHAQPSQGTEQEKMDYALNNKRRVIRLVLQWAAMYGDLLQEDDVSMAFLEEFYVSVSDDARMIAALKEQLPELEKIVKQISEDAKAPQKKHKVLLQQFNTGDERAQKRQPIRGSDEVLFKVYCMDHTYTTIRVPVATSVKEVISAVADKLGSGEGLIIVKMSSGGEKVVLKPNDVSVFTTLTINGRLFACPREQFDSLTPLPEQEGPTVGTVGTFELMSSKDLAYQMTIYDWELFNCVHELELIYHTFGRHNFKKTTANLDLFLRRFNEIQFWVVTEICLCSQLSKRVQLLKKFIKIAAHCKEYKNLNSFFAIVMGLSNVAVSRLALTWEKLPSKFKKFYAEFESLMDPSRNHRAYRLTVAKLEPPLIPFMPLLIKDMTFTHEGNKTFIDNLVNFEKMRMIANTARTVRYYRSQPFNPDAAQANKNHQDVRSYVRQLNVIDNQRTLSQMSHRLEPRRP
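Each well held 100 nM EPAC2, 250 nM RAP1B-BODIPY-GDP and 50 uM GDP. Fluorescence, read at 5-min intervals to 30 min, was referenced to a 6.5 mM cAMP positive control.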
TDP-43 yeast inh = TDP-43 toxicity inhibition in yeast | Potency, µM (titrated, usually from 46.1 µM), without a hit: at the top dose growth rescue (activation), most hits filed as activators | TDP-43 expressing yeast growth rescue, BacTiter-Glo, 24 h | 410,000 compounds, 1.8% hits; note: % of control where 0% means no effect; nearly all actives have a fitted effect of over 50% in size
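In this qHTS, compounds that restore growth of yeast expressing TDP-43 appear as activators. Cells (OD600=0.02, galactose medium, raffinose-pregrown) are incubated with compound 24 hr at 30 deg C and growth is quantified by BacTiter-Glo.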
EPAC2 antag = EPAC2 (human) antagonism. Potency, µM (series often up to 114 µM), for inactives: at the highest dose activity, negative = inhibition, usual class: inhibitors. Q8WZA2. EPAC2 GEF exchange of Rap1B-BODIPY-GDP, fluorescence. 360,000 compounds, 0.18% hits; note: % is set by controls: 0 for no effect and ±100 for the full control effect; nearly all actives have a fitted effect of over 45% in size; many of its hits are not listed in these tables
An asterisk follows results filed as active; i = inactive; ? = inconclusive; . = no result given; & = joins results of further samples; [ ] = dose if it differs, or a comment. Calls come from the whole dose curve; as a rule, active = well fitted curve in the direction sought with a large enough effect; inconclusive = small, poorly fitted or top-dose-only effect, or another doubt; inactive = no such curve, though single readings can be large; an effect the other way counts as inactive or inconclusive. Potency is the fitted concentration of half-maximal effect. Only part of the results is shown; the hit share may differ from the screen's.

Second line of a record – aSyn rescue | FUS suppressor | EPAC1 antag | PTHR1 agonist | EPAC1 ag | EPAC2 agonist | TDP-43 yeast inh | EPAC2 antag
CCOC(=O)c1cc(-c2cccc([N+](=O)[O-])c2)on1
    -2% | 20% | -14% | -2% | 3% | 8% | . | 3%
COc1cc(C2c3c(oc4cc(C)c(C)cc4c3=O)C(=O)N2c2cc(C)ccn2)ccc1O (centres undefined)
    2% | 2% | 0% | -11%[57.5 µM] | 19% | -1% | 5% | 0%
CNC(=O)c1ccc(CNC(=O)OCc2ccccc2)cc1
    0% | -17% | -12% | 1% | 2% | 3% | -2% | -4%
C[C@@H](c1ccccc1)N1Cc2ccccc2Oc2cc(Br)ccc2S1(=O)=O
    0% | -11% | -15% | -41% | -2% | 12% | 14% | ?
Cc1nn(-c2ccccc2)c(C)c1CNC(=O)c1ccc(S(=O)(=O)NCc2ccco2)cc1
    0% | -15% | 10% | i | 2% | 0% | -8% | -3%
Cc1ccc(C(=O)C2CCN(CC(=O)Nc3nc(C)cs3)CC2)cc1
    1% | . | -8% | -83%[inhibitor] | -5% | 3% | -20% | 13%
COc1ccc(/C=C/C(=O)NC(=S)Nc2ccc(S(N)(=O)=O)cc2)cc1OC
    0% | 13% | -5% | -23% | 12% | 4% | 10% | -2%
CCNC(=O)Cn1c(=O)c(=O)n(Cc2ccccc2)c2ccc(Cl)cc21
    -14% | 16% | 7% | -14% | 4% | -2% | 1% | 8%
C/C(=N\NC(=O)c1ccccc1Cl)c1ccccn1
    -2% | -25% | -1% | i | 11% | 3% | 18% | 1%
COc1ccc(OCCNC(=S)Nc2cccc3ccccc23)cc1
    -13% | 26% | 0% | i | -12% | 16% | ? | 0%
CCC1CCCCN1S(=O)(=O)Cc1ccccc1Cl (centres undefined)
    7% | 5% | -23% | i | -1% | 6% | 17% | -25%
CCOC(=O)c1ccc(NC(=O)C(=O)NCc2ccco2)cc1
    -1% | 8%&7% | 4% | -6% | 14% | 5% | -9%&0% | 2%
Cc1ccc(C)c(N2N=C(C(=O)Nc3ccc(S(=O)(=O)N4CCCC4)cc3)CCC2=O)c1
    2% | 13% | -13% | 0% | -4% | 5% | 2% | 1%
CCOC(=O)CCC(NC(=O)CCCCCCCC(=O)NC(CCC(=O)OCC)C(=O)OCC)C(=O)OCC (centres undefined)
    3% | 20% | 5% | -6% | 9% | 0% | 9% | 3%
CCCCn1c(N)c(N(CC(C)C)C(=O)c2ccc(OCC3CCCO3)cc2)c(=O)[nH]c1=O (centres undefined)
    -1% | 33% | 8% | -19% | 14% | 8% | -24% | 3%
CC(C)Cc1ccc(C(C)C(=O)Nc2ncccn2)cc1 (centres undefined)
    1% | 14% | -16% | -28% | -10% | -3% | 7%[9.22 µM] | 3%
COc1ccc2nc(C)cc(SCC(=O)NNC(=O)COc3ccccc3)c2c1
    -6% | . | -23% | i | -5% | 1% | 3% | -1%
CCOc1ccc(Br)cc1S(=O)(=O)Nc1cccc(S(=O)(=O)N(C)c2ccccc2)c1
    -1% | . | -17% | -58%[inhibitor] | 7% | 5% | -2% | -6%
C=CCNC(=O)c1c(C(F)(F)F)nn(C)c1Cl
    -2% | 31% | 7% | i | -1% | -1% | -19% | 7%
c1ccc(CCNC2=NCCS2)cc1
    1% | 4% | -9% | i | -4% | -3% | -30% | 6%
O=C(Nc1ccccc1)Oc1cccc2cccnc12
    -74%[inhibitor] | . | 2% | i | 8% | -4% | -94%[inhibitor] | -5%
COc1ccc(CCNC(=O)C2CCCN(S(C)(=O)=O)C2)cc1OC (centres undefined)
    -9% | 36% | -5% | -14%[57.5 µM] | 5% | 8% | -19% | -10%
COc1ccc(-c2noc(CCC(=O)N3CCN(c4ccc(Cl)cc4)CC3)n2)cc1
    0% | -28% | -4% | i | -13% | -3% | 6% | -15%
Cc1cc(NC(=O)CSCC(=O)Nc2nc3ccc(F)cc3s2)no1
    -7% | -13% | -5% | -40%[inhibitor] | 12% | 7% | 6% | 8%
c1ccc(C[C@H]2COc3c4ccccc4nn32)cc1
    1% | 8% | 9% | -44%[inhibitor] | 7% | 6% | ? | -4%
C=C(C)CNC(=S)NNC(=O)c1cc(C)oc1C
    2% | 12% | -6% | i | -5% | -4% | 27% | 8%
Cc1ccccc1CC1CCN(CCCNC(=O)Nc2ccccc2)CC1
    9% | 8% | -6% | -6% | -9% | -1% | 14% | 1%
Cc1onc(C(=O)Nc2ccc(OC(F)(F)F)cc2)c1[N+](=O)[O-]
    -8% | -15% | -7% | -9% | -10% | -3% | 11% | -1%
COc1ccc2sc(N(CCCN(C)C)C(=O)c3ccc(S(=O)(=O)N4CCc5ccccc5C4)cc3)nc2c1
    4% | . | -18% | -93%[inhibitor] | -20% | -1% | -8% | -17%
O=C(Cc1cccc(C(F)(F)F)c1)NCc1ccc(Cl)cc1Cl
    7% | 7% | 16% | -24% | -11% | 1% | 9% | -3%

Ordered by SMILES length (highest first): three of the compounds above
Second line of a record – aSyn rescue | FUS suppressor | EPAC1 antag | PTHR1 agonist | EPAC1 ag | EPAC2 agonist | TDP-43 yeast inh | EPAC2 antag
COc1ccc(-c2noc(CCC(=O)N3CCN(c4ccc(Cl)cc4)CC3)n2)cc1
    0% | -28% | -4% | i | -13% | -3% | 6% | -15%
CCNC(=O)Cn1c(=O)c(=O)n(Cc2ccccc2)c2ccc(Cl)cc21
    -14% | 16% | 7% | -14% | 4% | -2% | 1% | 8%
COc1ccc2nc(C)cc(SCC(=O)NNC(=O)COc3ccccc3)c2c1
    -6% | . | -23% | i | -5% | 1% | 3% | -1%

(more compounds)
Second line of a record – aSyn rescue | FUS suppressor | EPAC1 antag | PTHR1 agonist | EPAC1 ag | EPAC2 agonist | TDP-43 yeast inh | EPAC2 antag
Cc1csc(N2CCN(c3cc4c(cc3Cl)nc(-c3ccncc3)n4CCCN3CCCC3)CC2)n1
    3% | 13% | -3% | -17% | 7% | 7% | 12% | 8%
C/C(=N\NC(=O)Cc1ccc(Cl)cc1)c1ccc(F)cc1
    -3% | -11% | -1% | -2% | 3% | 3% | -23% | 0%
Cc1ccc(S(=O)(=O)CC(c2ccccc2)N2CCOCC2)cc1 (centres undefined)
    -1% | -9% | 2% | -1%[57.5 µM] | 6% | -1% | -4% | 3%
Cc1ccc(NC(=O)c2nnn(-c3cccc(C(F)(F)F)c3)c2N)cc1
    -16% | -4% | 9% | i | 2% | 0% | 0% | 2%
N#Cc1cccc(NC(=O)CN2CCN(Cc3ccccc3)CC2)c1
    -2% | -5% | 7% | -7% | 10% | 7% | 16% | 5%
CCN1CCN(C(=O)c2ccc(CS(=O)(=O)Cc3ccccc3Cl)o2)CC1
    -1% | 0% | -4% | i | 2% | 10% | 1% | 7%
O=C(NC(=S)NN1CCOCC1)c1cc(Br)ccc1Cl
    -4% | . | 12% | -6% | -3% | -11% | 17% | 11%
CC1(c2nnc(-c3cccc(Cl)c3)o2)CC(c2ccc(Br)cc2)=NO1 (centres undefined)
    3% | 31% | 11% | -18% | -4% | 1% | 12% | -5%
O=C(c1ccc(F)cc1)C1CCN(S(=O)(=O)c2ccccc2)CC1
    10% | 8% | -26% | -12% | 20% | 4% | 13%[9.22 µM] | -3%
CC(=O)c1sc(NC(=O)C2CCN(c3ncnc4sc(C)c(C)c34)CC2)nc1-c1ccccc1
    -2% | 18% | -10% | i | 5% | 1% | 8% | 8%
Cc1nc(-n2cc(F)c(=O)[nH]c2=O)c2nc(C)oc2n1
    10% | -3% | -2% | i | -3% | -6% | -11% | 8%
CCCCn1c(N)c(N(CC(C)C)C(=O)CCC2CCCCC2)c(=O)[nH]c1=O
    3% | . | 1% | -12% | -23% | -9% | 5% | 29%
C=CCc1cc(/C=C2/NC(=O)N(CC)C2=O)cc(OCC)c1OCc1ccc(C(=O)O)cc1
    -2% | . | -12% | -29% | 0% | 4% | 9% | -7%
CCOc1ccccc1-c1noc(CCCC(=O)NC2CCCCC2)n1
    7% | 16% | 22% | i | 10% | 10% | -16% | -3%
COc1cccc(/C=N/NC(=O)CNC(=O)COc2cccc(C)c2)c1O
    -1% | -19% | ? | -23% | -9% | -6% | 7% | 0%
O=C(CSc1nnc(Cn2nnc3ccccc32)o1)Nc1cccc(Cl)c1
    4% | 13% | -1% | i | 9% | 3% | -3% | -3%
Cc1cc(Cl)c(S(=O)(=O)N2CCN(c3ccccn3)CC2)cc1OCC(=O)NC1CCCCC1
    -3% | 43% | 2% | -93%[inhibitor] | -8% | 5% | 5% | -1%
CCCCn1c(=O)cc(N2CCOCC2)[nH]c1=O
    2% | -19% | 0% | -5% | -6% | -3% | 14% | 1%
C(COC1CC2CC1C1C2CC2OC21)OC1CC2CC1C1C2CC2OC21 (centres undefined)
    2% | . | 12% | -49% | 12% | -1% | 2% | 2%
O=C(CN1CCN(S(=O)(=O)c2ccc(F)c(Cl)c2)CC1)N1CCc2ccccc2C1
    7% | . | 9% | -27% | 7% | -3% | 0% | -5%
CCOc1ccccc1N1CCN(Cc2cn[nH]c2-c2ccc(F)cc2)CC1
    2% | 8% | -3% | -5% | 6% | 7% | -11% | -6%
COc1ccc(NC(=O)CC2C(=O)NCCN2C(=O)Nc2ccc(C(F)(F)F)cc2)cc1 (centres undefined)
    2% | 11% | -13% | -2% | -3% | -7% | 6% | -21%
COc1ccccc1N1CCN(C(CNS(=O)(=O)c2ccccc2)c2ccccc2)CC1 (centres undefined)
    -1% | 19% | 4% | -8% | 16% | 17% | 5% | -3%
O=C(N/N=C/c1ccco1)c1cnccn1
    1% | -23% | 1% | i | -5% | 9% | -19% | 1%
Cc1ccc(C2=NS(=O)(=O)N(C)C(C(=O)NCc3ccc4c(c3)OCO4)=C2)cc1
    2% | -2% | 0% | -4% | -3% | 10% | 14% | 8%
COC(=O)c1ccc(C(=O)OC)c(NC(=O)c2cccnc2)c1
    -5% | 3% | 2% | -16% | 2% | 8% | 11% | -5%
CN(c1ccccc1C(=O)Nc1ccc2c(c1)OCO2)S(C)(=O)=O
    1% | 45% | 12% | i | 3% | ? | -30% | 20%
Cc1cc(C)c2nc(SC(C)C#N)cc(C)c2c1 (centres undefined)
    7% | -13% | -17% | -19%[57.5 µM] | 7% | 12% | -8% | -1%
CC(=O)c1cc2c(cc1NC(=O)CN1Cc3ccccc3C1=O)OCO2
    -1% | 25% | 22% | i | -4% | 1% | -12% | 6%
C[C@@H]1CN([C@@H](C)CO)C(=O)CCCn2nncc2CO[C@H]1CN(C)Cc1ccncc1
    4% | -25% | -26% | -6% | 7% | 7% | 25% | -5%
Cc1ccc(C(=O)NCCSc2c(C)[nH]c3ccccc23)cc1[N+](=O)[O-]
    ? | 27% | -21% | -28% | 1% | 5% | ? | -4%

Compound activity deposited in PubChem by National Center for Advancing Translational Sciences (NCATS).
